# L3MBTL1 block = L3MBTL1 (human) inhibition | Potency, µM (doses to about 57.1 µM), for the others: at the top dose activity, negative = inhibition, most hits filed as inhibitors | AlphaScreen L3MBTL1–H3K9me1 peptide binding | 230,000 compounds, 0.66% hits | AID 485360 | Q9Y468; active = well fitted inhibition curve with a large enough effect; note: nearly all actives have a fitted effect of over 60% in size
# Target sequence (Q9Y468 whole entry, looked up): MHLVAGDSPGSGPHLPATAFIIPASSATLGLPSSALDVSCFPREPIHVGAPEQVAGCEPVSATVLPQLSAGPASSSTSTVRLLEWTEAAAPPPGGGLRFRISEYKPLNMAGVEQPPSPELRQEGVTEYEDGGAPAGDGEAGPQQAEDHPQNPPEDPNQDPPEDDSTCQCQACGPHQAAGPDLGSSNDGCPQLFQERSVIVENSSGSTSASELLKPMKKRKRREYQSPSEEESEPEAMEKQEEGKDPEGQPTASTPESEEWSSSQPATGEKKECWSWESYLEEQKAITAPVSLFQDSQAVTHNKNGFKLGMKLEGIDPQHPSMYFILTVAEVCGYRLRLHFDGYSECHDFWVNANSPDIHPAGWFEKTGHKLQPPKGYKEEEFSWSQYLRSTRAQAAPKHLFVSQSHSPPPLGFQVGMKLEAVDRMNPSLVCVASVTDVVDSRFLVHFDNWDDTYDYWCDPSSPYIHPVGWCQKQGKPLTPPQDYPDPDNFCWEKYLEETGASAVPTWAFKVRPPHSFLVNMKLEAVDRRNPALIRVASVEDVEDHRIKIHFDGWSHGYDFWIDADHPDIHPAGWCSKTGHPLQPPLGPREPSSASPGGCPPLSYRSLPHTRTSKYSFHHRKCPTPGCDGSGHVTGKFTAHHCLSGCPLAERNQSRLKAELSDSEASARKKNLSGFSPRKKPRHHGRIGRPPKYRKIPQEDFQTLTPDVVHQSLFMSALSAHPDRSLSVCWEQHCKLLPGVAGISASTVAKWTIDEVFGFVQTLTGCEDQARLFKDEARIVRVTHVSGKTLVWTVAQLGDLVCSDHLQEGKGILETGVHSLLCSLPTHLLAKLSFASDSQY
#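 First, the protein-peptide complex forms for 30 min at room temperature (L3MBTL1 50 nM, biotinylated H3K9me1 peptide 75 nM). Next, compounds are pin-transferred and incubated 30 min. Finally, AlphaScreen beads are added and read after 30 min.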
# * = called active by the depositor; [ ] = dose if it differs, or a comment. % is set by controls: 0 for no effect and ±100 for the full control effect; potency is the fitted concentration of half-maximal effect. This is a subset, so the mix of outcomes need not match the whole.
SMILES,L3MBTL1 block
CCCCOc1ccc(C(=O)NCC(=O)NCCOc2ccccc2OC)cc1,4%
CCn1c(=NC(=O)CS(=O)(=O)c2ccccc2)sc2cccc(OC)c21,-6%
CCOc1ccc(C(=O)NCC(=O)Nc2ncccc2C)cc1OCC,31%[activator]
Cc1ccc(NC(=O)COC(=O)c2ccc(-n3nc(C)cc3C)cc2)c(F)c1,1%
CCCCCCSc1ccc([C@@H]2[C@@H]3C(=O)N(CC)C(=O)[C@@H]3[C@]3(C(=O)OC)CCCCN23)cc1OC,-10%
O=C(CSc1nc(-c2ccc(F)cc2)cs1)NCC1CCCO1 (stereo unspecified),0%
COc1ccc2sc(-c3ccc(SC)cc3)c(/C=C/c3ccc(OC)c(OC)c3)c2c1,9%
CC(=O)Nc1ccc(NC(=O)C(C)Sc2nc3nc(C)cc(C)n3n2)cc1 (stereo unspecified),4%
c1ccc(C2(CN3CCNC[C@H]3Cc3cccc4ccccc34)CC2)cc1,-14%
CCN(C(=O)COC(=O)c1ccc(=O)n(Cc2ccccc2)n1)C1CCS(=O)(=O)C1 (stereo unspecified),-10%
Cc1ccc(S(=O)(=O)N2CCCC2CNC(=O)C(=O)Nc2ccc(F)cc2F)cc1 (stereo unspecified),-2%
Oc1ccc(C[C@H]2CNCCN2CC2CCCCC2)cc1,7%
C[C@@]12C(=O)Nc3ccc(Cl)cc3C(=O)N1[C@H]1c3ccccc3OC[C@@H]1[C@@H]2c1ccccc1,-12%
Cc1sc2ncnc(N3CCC(C(=O)NNC(=O)COc4cccc(C(F)(F)F)c4)CC3)c2c1C,-7%
CCN1CCN(c2ccc(NC(=O)c3cc4ccccc4cc3OC)cc2C)CC1,-8%
COc1ccc(Cl)cc1NC(=O)CN(C)C(=O)c1sc2ccccc2c1Cl,0%
Cc1cc(C(=O)CN2C(=O)C(=O)N(C3CCCC3)C2=O)c(C)n1CCc1ccc(F)cc1,-10%
CC[C@]12c3[nH]c4ccc(Cl)cc4c3CCN1C(=O)[C@@H](CC(=O)NCCCN(C)C)C[C@@H]2C(=O)N1CCN(C(=O)C2CC2)CC1,8%
CC1CCCCC1NC(=O)NC(=O)COC(=O)c1nccnc1N (stereo unspecified),1%
C/C=C/c1ccc(OCC(=O)Nc2cc(Cl)ccc2-n2cncn2)c(OC)c1,-10%
CN(CCOc1ccccc1)S(=O)(=O)c1ccccc1C#N,5%
COc1ccccc1CN(C)CC(=O)Nc1cccc(S(=O)(=O)N2CCCC2)c1,2%
CCCCn1nc(C(=O)N(CC(C)C)c2c(N)n(CCCC)c(=O)[nH]c2=O)c2ccccc2c1=O,-5%
O=C1CC2(CCN(C(=O)COc3ccccc3F)CC2)Oc2ccccc21,3%
CCC(C)(C)C1CCc2[nH]nc(C(=O)NCCNC(=O)OC(C)(C)C)c2C1 (stereo unspecified),2%
Cc1ccc(CNC(=O)CN(C(=O)N2CCN(C)CC2)S(=O)(=O)c2ccc(C)cc2)cc1,-3%
O=C(CN1C(=O)NC2(CCOc3ccccc32)C1=O)NCc1ccc(F)cc1 (stereo unspecified),-3%
COc1ccc(C(=O)Nc2cccc(-c3ccc(N4CCOCC4)nn3)c2)cc1,-7%
CN1C2Cc3c(n(C)c4ccccc34)C1CC=C2CO (stereo unspecified),-2%
CC(NC(=O)CCNC(=O)c1ccc(Br)cc1)c1ccc(-n2ccnc2)cc1 (stereo unspecified),0%
O=C(CSc1ccccc1F)OCC(=O)N1CCN(C(=O)c2ccco2)CC1,-6%
CC(C)c1ccc(NC(=O)COC(=O)[C@@H]2CCCN2C(=O)c2cccs2)cc1,-4%
COc1ccc(Cl)cc1NC(=O)C(C)OC(=O)C1=NNC(=O)CC1 (stereo unspecified),1%
COc1cc(C(=O)NNC(=O)CNC(=O)C2CCCCC2)ccc1OC(C)C,3%
COc1ccc(S(=O)(=O)N2CCN(C(C)C(=O)Nc3ccc(C(C)C)cc3)CC2)cc1 (stereo unspecified),-4%
COc1ccc(NC(=O)C(NC(=O)c2ccc(C)cc2)c2ccccc2)cc1 (stereo unspecified),26%
COc1ccccc1NS(=O)(=O)c1cccc(C(=O)N/N=C(\C)c2cccnc2)c1,-6%
C=CCn1c(COc2ccc(F)cc2)nnc1SCC(=O)NC1CC1,1%
NNC(=O)Cn1nc(Cc2ccccc2)n(N)c1=O,7%
CSc1ncccc1C(=O)OCC(=O)NCCc1ccccc1,4%

# A few values from the list.
# L3MBTL1 block result of CN(CCOc1ccccc1)S(=O)(=O)c1ccccc1C#N : 5%
# L3MBTL1 block result of CC(NC(=O)CCNC(=O)c1ccc(Br)cc1)c1ccc(-n2ccnc2)cc1 (stereo unspecified) : 0%
# L3MBTL1 block result of CCCCn1nc(C(=O)N(CC(C)C)c2c(N)n(CCCC)c(=O)[nH]c2=O)c2ccccc2c1=O : -5%
# L3MBTL1 block result of COc1ccc(NC(=O)C(NC(=O)c2ccc(C)cc2)c2ccccc2)cc1 (stereo unspecified) : 26%
# L3MBTL1 block result of COc1ccc(Cl)cc1NC(=O)C(C)OC(=O)C1=NNC(=O)CC1 (stereo unspecified) : 1%
# L3MBTL1 block result of C=CCn1c(COc2ccc(F)cc2)nnc1SCC(=O)NC1CC1 : 1%

# (listing goes on)
SMILES,L3MBTL1 block
O=C1C=C(c2cc(Cl)cc(Cl)c2)C[C@@H](c2ccc3c(c2)OCO3)C1,1%
COc1cc(OC)c(NC(=O)C2CC(=O)N(c3ccc4c(c3)OCCO4)C2)cc1Cl (stereo unspecified),-4%
Cc1cc(NC(=O)CSc2ccnc(=O)[nH]2)no1,29%
COc1ccc(-c2nn(Cc3ccccc3)cc2C(=O)N2CCN(c3ncccn3)CC2)cc1,9%
O=C(NC(=S)N1CCCC(O)C1)c1ccco1 (stereo unspecified),10%
Cc1cc(C(=O)Nc2ccccc2)c2ccccc2n1,52%[activator]
CCN(CC)S(=O)(=O)c1cccc(C(=O)N[C@H](C(=O)NC2=NCCS2)C(C)C)c1,2%
CCOc1cc(N2CCOCC2)c(OCC)cc1NC(=O)CN1CCSC1=O,-12%
Cc1ccc(NC(=O)CN(C)C2CCCCC2)cc1Cl,42%[activator]
COc1ccc(NC(=O)COc2cccc3c2CCNC3=O)cc1,7%
COC(=O)[C@H](C)N(Cc1ccc(Cl)c(Cl)c1)S(=O)(=O)CCNC1CCCC1,-5%
Cc1ccccc1S(=O)(=O)NC(=NCc1ccc(F)cc1)c1ccccc1,0%
CC(=O)Nc1ccc(NC(=O)C(C)OC(=O)c2c(C)nn(-c3ccccc3)c2Cl)cc1 (stereo unspecified),0%
CCCn1c(N)c(C(=O)CN(C)CC(=O)Nc2c(Cl)cccc2Cl)c(=O)[nH]c1=O,-2%
COc1ccc(C(CNC(=O)COc2ccccc2C)N2CCCCC2)cc1 (stereo unspecified),2%
O=C1COc2ccc(C(=O)COC(=O)c3ccc(F)cc3Cl)cc2N1,0%
Cc1csc(SCC(=O)Nc2nccs2)n1,5%
O=C(CN1C(=O)NC2(CCCCCC2)C1=O)Nc1cccc(F)c1,33%[activator]
COCCN(C(=O)COC(=O)CCC(=O)c1cccs1)c1c(N)n(Cc2ccccc2)c(=O)[nH]c1=O,-3%
N#Cc1ccc(C2=CC(=O)C[C@H](c3ccc(Cl)cc3)C2)cc1,0%

# Already shown: entries from further up.
SMILES,L3MBTL1 block
O=C1C=C(c2cc(Cl)cc(Cl)c2)C[C@@H](c2ccc3c(c2)OCO3)C1,1%
COc1cc(OC)c(NC(=O)C2CC(=O)N(c3ccc4c(c3)OCCO4)C2)cc1Cl (stereo unspecified),-4%
Cc1cc(NC(=O)CSc2ccnc(=O)[nH]2)no1,29%

# Four structures from above, sorted by heavy-atom count, falling:
SMILES,L3MBTL1 block
COCCN(C(=O)COC(=O)CCC(=O)c1cccs1)c1c(N)n(Cc2ccccc2)c(=O)[nH]c1=O,-3%
O=C1COc2ccc(C(=O)COC(=O)c3ccc(F)cc3Cl)cc2N1,0%
O=C(CN1C(=O)NC2(CCCCCC2)C1=O)Nc1cccc(F)c1,33%[activator]
Cc1ccc(NC(=O)CN(C)C2CCCCC2)cc1Cl,42%[activator]

# New compounds follow.
SMILES,L3MBTL1 block
O=C(c1ccc(S(=O)(=O)Nc2ccccc2F)cc1)N1CCC1,4%
Cc1ccc(CSCC(=O)N(C)CC(=O)Nc2ccc(Br)cc2C)cc1,-4%
O=C(CSc1ccc(Br)cc1)Nc1cccc(S(=O)(=O)N2CCOCC2)c1,2%
Cc1onc(-c2ccccc2Cl)c1C(=O)Nc1cccc(S(=O)(=O)NC2=NCCC2)c1,1%
CC1(C)CC2CC(C)(CN2C(=O)COC(=O)c2cccc([N+](=O)[O-])c2)C1 (stereo unspecified),-6%
COc1cccc(NC(=O)CN(C)C(=O)CCN2C(=O)C3CC=CCC3C2=O)c1 (stereo unspecified),5%
CCN1C(=O)[C@H]2[C@H]3CN=C(SCc4ccc(C#N)cc4)N3[C@@](CC)(C(=O)OC)[C@H]2C1=O,9%
Cc1cccc(NC(=O)c2nc[nH]c2C(=O)N2CCN(C(=O)OC(C)(C)C)CC2)c1,-6%
Cc1cc(OCC(=O)OCC(=O)NCCN2C(=O)CSC2=O)ccc1Cl,4%
Cc1csc(=O)n1CCC(=O)OCC(=O)NNC(=O)c1ccc(Br)cc1,1%
COC(=O)c1cccc(-c2noc(-c3ccccc3F)n2)c1,4%
C/C(=N\OCC(=O)OCC(=O)NC(=O)c1ccccc1)c1ccc2c(c1)OCO2,1%
COc1ccc(C(=O)OCc2c(-c3ccccc3)ncc3ccccc23)cc1,-3%
COC(=O)c1ccc(CNC(=O)[C@@H]2CCCN2S(=O)(=O)c2ccccc2F)cc1,0%
Cc1cc(C)c(C)c(S(=O)(=O)N2CCC(C(=O)NCc3ccco3)CC2)c1C,-9%
CCCCN(C(=O)CSCC(=O)Nc1ccc(OC)cc1)c1c(N)n(CCC)c(=O)[nH]c1=O,-3%
Cc1csc(=O)n1CC(=O)OCC(=O)c1ccc(Br)cc1,-5%
O=C(Cc1ccsc1)NNC(=O)c1ccc(F)cc1,-4%
COc1ccc([N+](=O)[O-])cc1NCC(=O)Nc1cc(S(=O)(=O)N2CCCCC2)ccc1C,-6%
O=C(OCC(=O)N(Cc1ccccc1)Cc1ccccc1)c1ccccc1NCCO,17%
O=C(Nc1ccc(Cl)cc1)C1CCCCN1S(=O)(=O)c1ccccc1 (stereo unspecified),-2%
CC1CCC(NC(=O)c2ccc(COc3ccccc3)o2)CC1 (stereo unspecified),10%
O=C(CN1c2cccc3cccc(c23)S1(=O)=O)Nc1c(F)c(F)c(F)c(F)c1F,17%
O=C(Nc1cccc(S(=O)(=O)NC2=NCCC2)c1)c1cc(=O)[nH]c2ccccc12,0%
COc1ccc(NC(=O)CSCC(=O)N(C)Cc2ccc(Cl)c(Cl)c2)cc1,1%
Cc1noc(C)c1COc1ccc(C(=O)N2CCC(C)CC2)cc1,-4%
CCc1ccccc1OCC(=O)Nc1cc(S(=O)(=O)N(CC)CC)ccc1N1CCOCC1,-7%
COc1ccc(NC(=O)c2ccc(NC(=O)CSc3nc(N)cc(=O)[nH]3)cc2)cc1,1%
O=C(CSc1nncs1)Nc1cccc2ccccc12,10%
Cc1cccc(NC(=O)COc2coc(CN3CCN(Cc4ccccc4)CC3)cc2=O)c1,-5%
O=C(Nc1ccc(OC(F)(F)F)cc1)NC1CCC(Oc2ccc(C(=O)O)cc2)CC1 (stereo unspecified),4%
CC(C)[C@H](NC(=O)c1ccccc1F)C(=O)NNC(=O)c1cccs1,0%
CCN(C(=O)COC(=O)c1cccnc1SC)c1c(N)n(Cc2ccccc2)c(=O)[nH]c1=O,6%
Cc1ccc(S(=O)(=O)N(C)C)cc1NC(=O)COC(=O)CCNS(=O)(=O)c1ccccc1,10%
O=C(COC(=O)c1ccc(S(=O)(=O)N2CCOCC2)cc1)Nc1ccccc1F,10%
COc1ccc(C(C)=NNC(=O)c2cccc(S(=O)(=O)N3CCCC3)c2)cc1,-3%
CCC1(c2ccc(F)cc2)NC(=O)N(CC(=O)Nc2ccc3c(c2)OCCO3)C1=O (stereo unspecified),7%
COc1ccc(C(CNS(=O)(=O)c2cccc(F)c2)N2CCCC2)cc1 (stereo unspecified),-28%
Cc1ccc(CNC(=O)CSc2nc(=O)n3ccccc3n2)cc1,10%
Cc1nnc(NC(=O)CN2CCN(Cc3ccccc3Cl)CC2)s1,-1%
CC(C)c1ccc(/C=C2\NC(=O)NC2=O)cc1,9%
COc1cc(C(=O)NCCNc2nc3cc(C)ccc3cc2C#N)cc(OC)c1OC,6%
O=C(COC(=O)c1ccc2c(c1)OCCO2)NCCc1ccc(F)cc1,4%
Cc1c(C(=O)N2CCN(C(=O)c3ccco3)CC2)oc2c(Cl)cccc12,-4%
C=CCN(c1ccccc1OC)S(=O)(=O)c1cccc(C(=O)Nc2nnc(C3CC3)s2)c1,2%
Cc1nc(SCc2nc3ccccc3[nH]2)c2oc3cc([N+](=O)[O-])ccc3c2n1,-16%
CCOC(=O)[C@H]1[C@H]2COc3cc(OC)ccc3[C@@H]2N2C(=O)c3cc(F)c(F)cc3NC(=O)[C@@]12C,-3%
CC[C@]12c3[nH]c4ccc(OC)cc4c3CCN1C(=O)C(CC(=O)NCCc1ccccn1)C[C@@H]2C(=O)N1CCN(C(=O)C2CC2)CC1 (stereo partly specified),5%
CCCN(C(=O)COC(=O)c1nc2nc(C)cc(C)n2n1)C1CCS(=O)(=O)C1 (stereo unspecified),10%
CN(C)C1=NCCN1CCCCc1ccccc1,-2%
COc1cc([N+](=O)[O-])ccc1NC(=O)COC(=O)C1=NN(c2ccccc2)C(=O)CC1,-1%
O=C(OCC(=O)N1CCCc2ccccc21)c1cccc(C(F)(F)F)c1,25%
O=C(CN1C(=O)C2CC=CCC2C1=O)Nc1ccc(F)cc1F (stereo unspecified),4%
CS(=O)(=O)c1ccc(NC(=O)CCCc2nc3ccccc3c(=O)[nH]2)cc1,7%
O=C(CCc1ccc(F)c(F)c1)NC1CCCN(Cc2ccc(Cl)cc2)C1 (stereo unspecified),4%
O=C(COc1ccc(Cl)cc1)NNC(=O)c1ccc(=O)[nH]c1,6%
CC(OC(=O)Cc1ccc(Cl)cc1)C(=O)NC1CCCCC1C (stereo unspecified),7%
Cc1[nH]c2ccccc2c1C(=O)C(C)OC(=O)C1CCC1 (stereo unspecified),2%

# Compound activity deposited in PubChem by National Center for Advancing Translational Sciences (NCATS).
